Compound activity from PubChem.
MIN6 prolif – induces beta-cell replication in MIN6 cells; MIN6 cells proliferation, ATPlite luminescence, 48 h; cells starved in 0.2% serum; 100% = growth in 10% serum; proliferation, % at 10 µM; 330,000 compounds, 0.29% hits; AID 2380;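 active means compounds whose signal lies at least 3.5 SD above the mean of all wells on their plate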;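 further: 0% = DMSO-treated cells in low-serum medium and 100% = 10% serum control; some compounds called inactive have numbers as strong as hits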
APOBEC3G inh – inhibitors of human APOBEC3G DNA deaminase; Q9HC16; recombinant A3G, ssDNA deamination FAM/TAMRA fluorescence; inhibition, % at 20 µM; 330,000 compounds, 0.28% hits;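 active means inhibition of at least 40% at 20 µM, with no more than 30% in the related APOBEC3A deaminase screen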;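 further: plate controls were DMSO wells with A3G for no effect and wells lacking A3G enzyme for full effect; some compounds called inactive have numbers as strong as hits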
Target sequence (Q9HC16 whole entry, looked up): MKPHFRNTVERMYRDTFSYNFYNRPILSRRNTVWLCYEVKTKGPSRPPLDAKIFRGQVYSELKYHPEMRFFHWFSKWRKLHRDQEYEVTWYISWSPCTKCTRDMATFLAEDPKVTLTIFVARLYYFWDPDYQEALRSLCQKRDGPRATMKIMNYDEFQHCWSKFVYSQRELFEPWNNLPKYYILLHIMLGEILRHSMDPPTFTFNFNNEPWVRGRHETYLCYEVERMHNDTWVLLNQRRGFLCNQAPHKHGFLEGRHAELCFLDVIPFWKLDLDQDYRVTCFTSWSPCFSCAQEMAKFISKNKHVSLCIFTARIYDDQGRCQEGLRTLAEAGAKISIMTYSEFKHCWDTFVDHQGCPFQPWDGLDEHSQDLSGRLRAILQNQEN
mIAP block – mouse IAP inhibition | purified mouse IAP, CDP-Star luminescence, 30 min | inhibition, % at 10 µM | 330,000 compounds, 0.2% hits | AID 2806;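 active means inhibition of at least 40% at 10 µM in the primary screen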;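 further: plate controls were DMSO with enzyme for no effect and no enzyme wells for full effect; values of inactives mirror those of a sister screen read the other way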
MPTP inh – inhibitors of mitochondrial permeability transition pore | isolated mouse mitochondria, Ca2+ swelling absorbance, 30 min | inhibition, % at 10 µM | 360,000 compounds, 1.4% hits;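 active means inhibition of 50% or more, scaled per plate between neutral and stimulator controls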;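 further: 0% = DMSO wells given calcium and 100% = 1 mM EGTA wells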
mIAP activ – increases mouse intestinal alkaline phosphatase activity | activation factor at 10 µM | 330,000 compounds, 0.24% hits | muIAP, CDP-Star luminescence, 30 min; active compounds read high; 1 = vehicle-only enzyme signal, 0 = enzyme-free wells;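 active means activation factor of at least 2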; further: the source names both 10 and 20 µM as test concentration; values of inactives mirror those of a sister screen read the other way
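also added = chemiluminescent substrate CDP-Star | test system = mouse IAP enzyme | signal = chemiluminescence readout | compound = DMSO-dissolved test compounds | incubation = 30 min at room temperature | benchmarks = DMSO wells, no-enzyme wells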
hIAP activ – human IAP activation; P09923; purified human IAP, CDP-Star luminescence, 30 min; active compounds read high; 1 = vehicle-only enzyme, 0 = enzyme-free background; activation factor at 10 µM; 330,000 compounds, 0.16% hits;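 active means activation factor of the enzyme at least 2-fold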; further: the source names both 10 and 20 µM as test concentration; values of inactives mirror those of a sister screen read the other way
Target sequence (P09923 whole entry, looked up): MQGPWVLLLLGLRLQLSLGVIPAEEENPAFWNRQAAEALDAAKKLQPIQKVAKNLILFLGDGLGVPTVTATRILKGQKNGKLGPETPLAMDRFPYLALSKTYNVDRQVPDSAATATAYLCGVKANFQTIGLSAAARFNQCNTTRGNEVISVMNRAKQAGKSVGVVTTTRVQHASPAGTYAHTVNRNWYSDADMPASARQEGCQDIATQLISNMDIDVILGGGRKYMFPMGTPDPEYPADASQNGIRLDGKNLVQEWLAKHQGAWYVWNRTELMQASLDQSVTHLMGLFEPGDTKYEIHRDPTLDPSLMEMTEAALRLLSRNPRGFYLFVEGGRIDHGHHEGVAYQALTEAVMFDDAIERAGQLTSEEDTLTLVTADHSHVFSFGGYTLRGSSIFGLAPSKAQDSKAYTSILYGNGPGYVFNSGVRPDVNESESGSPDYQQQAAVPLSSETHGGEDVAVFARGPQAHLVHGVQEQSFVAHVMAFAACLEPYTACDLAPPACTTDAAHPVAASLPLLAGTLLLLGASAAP
GRIN3A LBD mod – modulates the human NR3A ligand-binding domain; 340,000 compounds, 2.5% hits; NR3A LBD differential scanning fluorimetry, Tm shift; 0% = protein alone, 100% = glycine-bound protein; Tm shift relative to glycine control, % at 25 µM;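 active means melting temperature shift of at least 10% of the positive control shift, at one fixed dose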
A3A deaminase – blocks human APOBEC3A ssDNA deamination; P31941; recombinant A3A, FAM/TAMRA ssDNA deamination fluorescence; 330,000 compounds, 0.41% hits; AID 493011; inhibition, % at 20 µM;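 active means at least 40% inhibition at 20 µM here, with at most 30% in a related deaminase screen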;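 further: plate controls were A3A with DMSO for no effect and wells lacking A3A enzyme for full effect; some results filed as inactive read as strong as hits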
hIAP inh – human IAP inhibition; P09923; purified IAP, CDP-Star luminescence, 30 min; inhibition, % at 10 µM; 330,000 compounds, 0.12% hits; AID 2544;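 active means inhibition reaching a set limit with compound at 10 µM in the primary screen, cut at about 35% in these data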;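 further: plate controls were DMSO wells with enzyme for no effect and no-enzyme buffer wells for full effect; values of inactives mirror those of a sister screen read the other way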
Active calls of the source: *. This is a random part of the collection; any-hit rate near 5%.

Structure	MIN6 prolif	APOBEC3G inh	mIAP block	MPTP inh	mIAP activ	hIAP activ	GRIN3A LBD mod	A3A deaminase	hIAP inh
Cc1cc(NC(=O)c2cccc(Oc3ccccc3)c2)n[nH]1	-4	-8	10	-0.1	0.9	1.3	-17	-4	-31
O=C(CN1C(=O)c2ccccc2C1=O)NC1CCCCC1	5	-8	1	0.1	0.99	0.96	-1	-2	4
Cc1ccc(C)c(NC(=O)Cc2csc(-c3ccccc3)n2)c1	-3	-6	10	0.6	0.9	0.9	0	1	10
COCCNC(=O)c1onc(CSc2ccccn2)c1C(=O)NCCOC	2	-6	2	0.2	0.98	0.93	-1	-2	7
COc1ccc(-n2c(=O)[nH]cc(C(=O)N3CCc4ccccc43)c2=O)cc1	0	2	-2	-1.0	1	1.1	-13	0	-5
CC(C)C[C@H](N)c1nnc(SCC(=O)Nc2ccc(Br)cc2)o1	-2	-8	6	-1.8	0.94	1.5	2	-8	-48
CCCCCCCCCCS(=O)(=O)N/N=C/c1ccc([N+](=O)[O-])cc1	-6	-6	13	85*	0.87	0.9	31*	-1	10
O=C(CCc1ccccc1)N1CCCC1	-2	-8	-3	0.8	1	1	-1	-7	0
CCN(CCC(=O)Nc1cc([N+](=O)[O-])ccc1OC)Cc1ccccc1	0	-9	6	-0.5	0.94	0.93	0	-6	7
Cc1nc2ccc(NC(=O)COc3ccccc3C)cc2s1	-1	6	-8	-0.7	1.1	1	32*	36	-3
COc1ccc(CCN/C=C2/CC(=O)NC2=O)cc1OC	-1	-4	0	-3.3	1	0.93	-5	-3	8
Cc1ccccc1-c1ncc(CN2CCN(C3CCCCC3)C(CCO)C2)cn1 (stereo not given)	-1	-8	-1	0.6	1	0.95	-1	0	5
COC(=O)C1=CN(Cc2ccc(C)cc2)C=C(C(=O)OC)C1c1cc(OC)c(OC)c(OC)c1	-3	-7	-28	0.0	1.3	1.1	-4	0	-8
O=C(CSc1nc(C2CC2)nc2ccccc12)N1c2ccccc2Sc2ccccc21	-4	3	-2	1.5	1	0.96	2	0	4
Cc1cc2ncn(C(=O)c3c(-c4c(Cl)cccc4Cl)noc3C)c2cc1C	-2	1	-4	-1.5	1	0.94	-8	2	6
COc1cccc(NC(=O)c2ccc(N3C(=O)C4CCC(C)CC4C3=O)cc2)c1 (stereo not given)	-1	40	-13	-0.9	1.1	0.77	-4	-2	23
CCOc1ccc(NC(=O)COC(=O)CSCC(=O)Nc2ccc(C)cc2C)cc1	3	-4	9	-0.9	0.91	1.1	2	-2	-9
COc1ccc(-c2cc(C#N)nc(N3CCNCC3)n2)cc1	-6	-2	4	-2.8	0.96	0.89	-5	5	11
C=CC(COCc1ccccc1)N(Cc1ccccc1)S(=O)(=O)c1ccccc1Br (stereo not given)	-6	20	-7	8.0	1.1	0.92	4	1	8
O=C(O)CCCCCN=Cc1c(O)c2ccccc2oc1=O	0	6	-5	-1.9	1	1	-3	3	-3
COc1ccc(C(=O)OCC(=O)N2CCOCC2)cc1S(=O)(=O)N1CCOCC1	-1	-8	4	-0.3	0.96	0.78	2	-5	22
O=C(N/N=C/c1ccccc1Cl)c1cccc(F)c1	0	-5	9	0.0	0.91	0.71	-1	-2	29
Cc1cc(C)cc(NC(=O)CCNS(=O)(=O)c2cc(Br)cnc2N)c1	8	-3	4	2.5	0.96	0.71	12*	-3	28
NNC(=O)C1=NOC(CNc2ncc(C(F)(F)F)cc2Cl)C1 (stereo not given)	1	0	12	-0.4	0.88	1.1	2	3	-9
O=C(CCCCCNc1nc(=S)[nH]c2ccccc12)NCCc1ccc(Cl)cc1	-2	-6	-6	-0.9	1.1	1.2	-4	-9	-25
COc1ccc2[nH]c(C(=O)O)c(NS(=O)(=O)c3ccc(OC)c(OC)c3)c2c1	0	0	2	0.2	0.97	1.1	-10	4	-6
COc1ccc(NCc2nnc(SCC(=O)Nc3nc(-c4ccccc4)cs3)n2-c2ccccc2)cc1	0	-11	1	0.9	0.99	1.2	12*	-5	-15
COc1ccc(NC(=O)CN(C)C(=O)c2ccc(NS(=O)(=O)c3ccc(C)c([N+](=O)[O-])c3)cc2)cc1	-4	-7	3	0.2	0.97	0.9	-3	-2	10
Cc1cccc(N(C)C(=O)CCS(=O)(=O)c2cc3c(cc2Cl)NC(=O)CO3)c1	-3	-8	-11	0.4	1.1	1.2	2	-1	-24
CCCC(=O)Nc1ccc(C(=O)Nc2nnc(COC)s2)cc1	-3	-3	-4	0.8	1	1.1	-26	0	-5

Reformatted with values under each structure: 2 of the compounds above
Order of results – MIN6 prolif	APOBEC3G inh	mIAP block	MPTP inh	mIAP activ	hIAP activ	GRIN3A LBD mod	A3A deaminase	hIAP inh
O=C(CCCCCNc1nc(=S)[nH]c2ccccc12)NCCc1ccc(Cl)cc1
  -2	-6	-6	-0.9	1.1	1.2	-4	-9	-25
COc1ccc2[nH]c(C(=O)O)c(NS(=O)(=O)c3ccc(OC)c(OC)c3)c2c1
  0	0	2	0.2	0.97	1.1	-10	4	-6

For convenience, part of the list above.
Structure	MIN6 prolif	APOBEC3G inh	mIAP block	MPTP inh	mIAP activ	hIAP activ	GRIN3A LBD mod	A3A deaminase	hIAP inh
COc1ccc(NC(=O)CN(C)C(=O)c2ccc(NS(=O)(=O)c3ccc(C)c([N+](=O)[O-])c3)cc2)cc1	-4	-7	3	0.2	0.97	0.9	-3	-2	10
Cc1cccc(N(C)C(=O)CCS(=O)(=O)c2cc3c(cc2Cl)NC(=O)CO3)c1	-3	-8	-11	0.4	1.1	1.2	2	-1	-24
CCCC(=O)Nc1ccc(C(=O)Nc2nnc(COC)s2)cc1	-3	-3	-4	0.8	1	1.1	-26	0	-5

Continuation.
Structure	MIN6 prolif	APOBEC3G inh	mIAP block	MPTP inh	mIAP activ	hIAP activ	GRIN3A LBD mod	A3A deaminase	hIAP inh
COc1ccc2cc3cc(C(=O)NCC4COc5ccccc5O4)oc3nc2c1 (stereo not given)	0	-5	0	-1.3	1	0.98	1	-2	2
O=C(N/N=C\c1ccc(-c2ccc([N+](=O)[O-])cc2)o1)C1COc2ccccc2O1 (stereo not given)	0	-8	13	1.7	0.87	0.95	25*	-6	5
C[C@@H]1CN([C@@H](C)CO)C(=O)c2cc(NC(=O)C3CC3)ccc2O[C@@H]1CN(C)C(=O)NC1CCCCC1	-3	-1	6	0.7	0.94	0.9	0	-1	10
CC(/C=C1\SC(=S)N(NS(=O)(=O)c2ccccc2)C1=O)=C\c1ccccc1	-6	-3	20	37	0.8	0.92	-7	-4	8
Cc1ccc(-n2c(CCc3nc4ccccc4[nH]3)n[nH]c2=S)cc1	-1	52*	6	-1.2	0.94	1.7	1	4	-65
CCN(CC(=O)NCc1ccncc1)S(=O)(=O)c1ccccc1	0	-6	-6	0.9	1.1	1	-1	0	-2
[O-]/[N+](=C/c1ccco1)c1ccccc1	1	-7	8	0.2	0.92	0.9	1	-5	10
COc1ccc(NCN2C(=O)C3C4C=CC(C4)C3C2=O)cc1 (stereo not given)	-3	-5	-1	-0.6	1	1	0	0	-2
O=C(O)C1CCCN1C(=O)c1cccs1 (stereo not given)	0	0	-5	-5.9	1	1.1	2	0	-8
O=C(CN1CCC(n2nnc3cc(C(F)(F)F)ccc32)CC1)NNC(=O)c1ccco1	0	-2	2	1.7	0.97	1.4	-2	-1	-43
O=C(Nc1ccccc1)OCCNC(=O)c1cccc(Br)c1	-4	7	-15	1.4	1.2	0.94	-8	3	6
Oc1ccc(CCNc2c3ccccc3nc3ccccc23)cc1O	-6	7	8	2.4	0.92	0.7	2	14	30
COc1ccc(-c2cnc(N)n2CC2CCCO2)cc1 (stereo not given)	-3	-2	-1	1.9	1	0.92	-1	-1	8
Cc1nn(C2CCS(=O)(=O)C2)c(Cl)c1/C=C/C(=O)OCC(=O)c1c[nH]c2ccccc12 (stereo not given)	-3	-1	-4	19	1	0.98	-7	1	2
CN(C)c1cc(-c2ccc(F)cc2)oc(=O)c1Cl	1	-7	4	1.1	0.96	0.86	-1	0	14
CCOc1cc(C2C3=C(CCCC3=O)Nc3nc(C(=O)OC)nn32)ccc1OC (stereo not given)	-2	-7	1	-1.1	0.99	1.1	0	-6	-6
Cc1ccc(S(=O)(=O)Cc2ccc([N+](=O)[O-])cc2)cc1	-2	-5	-5	-0.6	1	0.68	1	-4	32
COc1cccc(CN2CCN(C(=O)CCc3nnc(C4CCCCC4)o3)CC2=O)c1	3	-4	3	1.1	0.97	1	-1	0	-3
Cc1onc(-c2ccccc2Cl)c1C(=O)Nc1ccccc1C(=O)NC(C)C	0	2	-10	0.1	1.1	1	0	-3	-1
Cc1cccc(NS(=O)(=O)c2ccc(-c3cnc(C4CC4)o3)cc2)c1	-2	-3	4	7.7	0.96	1	-3	-3	-4
COc1cccc(/C=C/c2onc(C)c2S(=O)(=O)N2CCC(C(=O)NC3CCCCCC3)CC2)c1	-2	0	10	-0.1	0.9	1	0	-5	-2
COC(=O)c1ccc(N2C(=O)CC(N3CCN(c4ccccc4)CC3)C2=O)cc1 (stereo not given)	0	-3	-1	-3.7	1	0.93	2	-3	7
Cc1cc(C)n2nc(SCCCC(=O)c3ccccc3)nc2n1	-2	-1	2	1.7	0.98	0.91	-6	-1	9
COC(=O)c1ccc(CSc2nnc(NC(=O)C3CC(=O)N(Cc4ccc(C)cc4)C3)s2)cc1 (stereo not given)	0	-2	13	4.2	0.87	0.83	0	3	17
COc1ccc(C(CC(=O)O)NC(=O)OC(C)(C)C)cc1 (stereo not given)	0	-1	-9	-2.5	1.1	0.92	0	1	8
Cn1c(-c2ccc(F)cc2)cnc1SCC(=O)Nc1ccccc1	-2	0	5	1.4	0.95	1.1	-2	0	-15
Cc1[nH]n(-c2ccccc2)c(=O)c1N=Nc1ccccc1O	-5	-5	13	4.2	0.87	1.3	10*	0	-27
Cc1ccc(NC(=O)c2cc(C)nn2-c2ccccc2)cc1	-2	0	4	-0.5	0.96	0.94	0	0	6
Cc1cc(C)[n+](Cc2ccccc2)cc1C(N)=O	4	-8	-7	0.6	1.1	1.6	-3	-3	-62
COc1cccc(/C=N/NC(=O)CC2C(=O)NN=C2C)c1OC (stereo not given)	-1	1	4	-7.2	0.96	0.85	0	0	15
Cc1ccc(C(=O)Nc2sc3c(c2C(=O)O)CCCC3)o1	-4	-4	-2	-0.5	1	1	3	3	-1
COc1ccccc1C(CC(=O)Nc1ccc(C)c(C)c1)c1ccc(OC(C)C)cc1 (stereo not given)	-2	-5	-114	4.9	2.1*	1	1	-2	0
COC(=O)COc1ccc(S(=O)(=O)N2CCc3ccccc3C2)cc1	-4	-4	2	0.8	0.98	0.87	-3	-5	13
Cn1c(=O)c2c(n(C)c1=O)=NC1(CCCCC1)ON=2	0	-5	4	-2.2	0.96	0.7	-2	1	30
Cc1nc2ncnn2c(Nc2ccc3c(c2)OCCO3)c1C	-1	-3	3	-1.2	0.97	0.98	-2	-2	2
COc1ccccc1N1CCN(C2CCCN(C(=O)c3ccccn3)C2)CC1 (stereo not given)	2	-4	4	-1.1	0.96	1.1	0	-3	-7
CCN1C(=O)[C@@H]2[C@H](C1=O)[C@@H]1C(=O)Nc3ccccc3C(=O)N1[C@@H]2c1ccc(Br)cc1	7	-11	0	-2.1	1	1.1	1	-3	-9
COc1cc(-c2cc(C(=O)N(C)Cc3ccccc3)c3ccccc3n2)cc(OC)c1OC	-2	-3	2	-0.9	0.98	0.85	-2	-3	15
